AMA1 RON2 block: AMA1-RON2 (P. falciparum) interaction inhibition; AlphaScreen AMA1-biotinylated RON2 peptide binding; Potency, µM (titrated, usually from 58.2 µM), for inactives: at the highest dose activity change, negative = inhibition, actives largely listed as inhibitors; 360,000 tested, 0.2% active; AID 720542;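 further: potency means the concentration at half of the fitted maximal effect; 0% = vehicle wells and -100% = peptide control; nearly all actives have a fitted effect of over 45% in size; some results filed as inactive show a strong effect at the top dose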
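AMA1 (3D7) with his tag at 25 nM final met compounds first, then biotinylated RON2 peptide at 25 nM; detection used donor plus acceptor beads, 10 µg/mL apiece, read by AlphaScreen after 30 min at room temperature.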
AmpC detergent: AmpC beta-lactamase inhibition with detergent present; P00811; AID 485294; Potency, µM (top dose mostly 114 µM), inactives show at the top dose activity change, negative = inhibition, hits mostly inhibitors; AmpC hydrolysis of nitrocefin, absorbance 480 nm, 0.01% Triton; 370,000 tested, 0.041% active;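 further: potency means the concentration at half of the fitted maximal effect; 0% = no-compound wells and -100% = no-enzyme wells; nearly all actives have a fitted effect of over 25% in size; some results filed as inactive show a strong effect at the top dose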
Target sequence (P00811 whole entry, looked up): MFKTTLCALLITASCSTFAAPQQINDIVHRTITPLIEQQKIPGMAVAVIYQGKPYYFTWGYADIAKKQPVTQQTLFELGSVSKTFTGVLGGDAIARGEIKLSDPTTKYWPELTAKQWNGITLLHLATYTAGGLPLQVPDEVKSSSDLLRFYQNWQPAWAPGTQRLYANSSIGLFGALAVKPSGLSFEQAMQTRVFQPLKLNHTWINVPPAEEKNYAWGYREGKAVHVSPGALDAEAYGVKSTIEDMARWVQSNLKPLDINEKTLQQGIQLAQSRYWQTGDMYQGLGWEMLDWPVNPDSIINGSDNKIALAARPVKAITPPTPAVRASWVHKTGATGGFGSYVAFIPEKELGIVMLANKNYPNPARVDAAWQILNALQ
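AmpC (5.3 nM in the dispensed reagent) in 20 mM phosphate pH 7.0 with 0.01% (detergent screen) or 0.0001% Triton X-100 was preincubated with compounds for 15 min at room temperature. Nitrocefin was then added from an 800 uM solution, and hydrolysis was followed at 480 nm.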
LmPK inhibitor: LmPK (Leishmania mexicana) enzyme inhibition. Q27686. purified LmPK, Kinase-Glo ATP luminescence, 1 h. Potency, µM (top dose mostly 57.5 µM), for the others: at the top dose activity change, negative = inhibition, hits mostly inhibitors. 290,000 tested, 0.37% active. AID 1721; further: potency means the concentration at half of the fitted maximal effect
Target sequence (Q27686 whole entry, looked up): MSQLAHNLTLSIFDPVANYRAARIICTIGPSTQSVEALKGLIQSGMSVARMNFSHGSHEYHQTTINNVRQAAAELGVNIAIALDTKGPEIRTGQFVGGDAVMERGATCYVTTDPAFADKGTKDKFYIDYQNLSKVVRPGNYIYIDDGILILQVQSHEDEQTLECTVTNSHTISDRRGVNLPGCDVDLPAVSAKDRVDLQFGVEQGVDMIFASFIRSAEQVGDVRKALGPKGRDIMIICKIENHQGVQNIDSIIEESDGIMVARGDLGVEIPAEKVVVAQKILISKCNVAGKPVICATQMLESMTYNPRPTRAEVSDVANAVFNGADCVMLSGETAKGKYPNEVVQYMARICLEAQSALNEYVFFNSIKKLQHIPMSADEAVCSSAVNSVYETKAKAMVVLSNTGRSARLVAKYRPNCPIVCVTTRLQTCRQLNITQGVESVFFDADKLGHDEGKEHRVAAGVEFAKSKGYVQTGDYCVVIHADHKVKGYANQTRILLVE
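Purified LmPK (0.1 nM) with 0.5 mM PEP and 0.1 mM ADP in imidazole buffer pH 7.2 with MgCl2/KCl, 1 h at room temperature. ATP formed was read by luciferase luminescence and normalized to no-enzyme and uninhibited controls.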
Tb PYK inh: T. brucei pyruvate kinase inhibition | Q57TT1 | 410,000 tested, 0.12% active | AID 624173 | TbPYK enzyme, Kinase-Glo Plus ATP luminescence, 45 min | Potency, µM (series often up to 76.8 µM), for inactives: at the highest dose activity, negative = inhibition, usual class: inhibitors; further: potency means the concentration at half of the fitted maximal effect; nearly all actives have a fitted effect of over 50% in size
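ADP (130 uM final) triggers the TbPYK reaction after compound addition; incubation is 45 min at room temperature. Kinase-Glo Plus is then added and luminescence imaged. Normalized data are fitted to concentration-effect curves.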
Sm TGR block: blocks Schistosoma mansoni thioredoxin glutathione reductase; purified TGR, DTNB reduction, TNB absorbance 405 nm; 360,000 tested, 3% active; Potency, µM (doses to about 114 µM), for the others: top-dose activity change, negative = inhibition, hits mostly inhibitors; further: potency means the concentration at half of the fitted maximal effect; nearly all actives have a fitted effect of over 60% in size
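Kinetic colorimetric format: TGR-catalysed, NADPH-driven DTNB reduction monitored via TNB absorbance. Enzyme dispensed at 20 nM; compound exposure 15 min at room temperature before reaction start.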
AmpC no deterg: AmpC beta-lactamase inhibition without detergent; P00811; AmpC nitrocefin hydrolysis, absorbance 480 nm, 0.0001% Triton; Potency, µM (top dose mostly 57.1 µM), for inactives: at the highest dose activity change, negative = inhibition, usual class: inhibitors; 330,000 tested, 0.52% active; AID 485341;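 further: potency means the concentration at half of the fitted maximal effect; plate controls were no compound for no effect and no enzyme for full effect; nearly all actives have a fitted effect of over 20% in size; some results filed as inactive show a strong effect at the top dose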
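AmpC (5.3 nM in the dispensed reagent) in 20 mM phosphate pH 7.0 with 0.01% (detergent screen) or 0.0001% Triton X-100 was preincubated with compounds for 15 min at room temperature. Nitrocefin was then added from an 800 uM solution, and hydrolysis was followed at 480 nm.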
HCMV inh: human cytomegalovirus inhibition. HFF cells, HCMV-luciferase reporter, 72 h; stronger effect = lower value. activity change, negative = inhibition, % at 57.5 µM. 410,000 tested, 4.5% active. AID 1259415; in the data active means activity change below about -60%; inconclusive means no clear call, values can overlap the other calls; inactive means above about -39%
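Two compound doses tested in HFFs infected with HCMV-luciferase, MOI 1 PFU/cell, 72 h at 37C. Lysate luminescence read with OneGlo; data normalized against buffer-only and 10uM Salinomycin inhibitor controls.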
Numbers without * were called inactive; ? = inconclusive; . = no result given; & = joins results of further samples; [ ] = dose if it differs, or a comment. Unless noted, the call rests on the fitted dose curve; in most records, active means well fitted curve in the direction sought with a large enough effect; inconclusive means small, poorly fitted or top-dose-only effect, or another doubt; inactive means no such curve, though single readings can be large; an effect the other way counts as inactive or inconclusive. Unless noted, on the % scale 0 is the no-effect control and ±100 the full control effect.

1: O=C(Nc1cc(Cl)ncn1)c1ccccc1
2: CC(Cc1ccccc1)NC(=O)c1cc2ccccc2o1 (stereo not drawn)
3: CCC(=O)N1CCc2cc(S(=O)(=O)CCC(=O)NCc3cccc(OC)c3)ccc21
4: Cc1cccc(N2CCN(C(=O)c3ccc(-n4cncn4)c([N+](=O)[O-])c3)CC2)c1C
5: CC(C)(C)NC(=S)NC(=O)C12CC3CCC(CC(C3)C1)C2
6: COc1ccc(-c2cc(-c3ccc(OC)cc3)nc(-c3ccc4c(c3)NC(=O)CO4)c2)cc1

screen / no. | 1 | 2 | 3 | 4 | 5 | 6
AMA1 RON2 block | 19% | -6% | 5% | -16% | -3% | -6%
AmpC detergent | . | 8% | -3%&4% | 1% | -8% | -5%
LmPK inhibitor | . | 2% | 2% | -2% | -4% | 13%
Tb PYK inh | -4% | 0% | 2%&5% | -3% | -2% | -9%
Sm TGR block | . | -3% | -13%&-2% | 0% | 0% | 44%[activator]
AmpC no deterg | . | -9% | -1% | 149%[activator] | -23% | -8%
HCMV inh | 5 | 5 | 5&0 | 6 | 21 | 24

The final two records of the part above lead into the next:
5: CC(C)(C)NC(=S)NC(=O)C12CC3CCC(CC(C3)C1)C2
6: COc1ccc(-c2cc(-c3ccc(OC)cc3)nc(-c3ccc4c(c3)NC(=O)CO4)c2)cc1
7: CC(C)(C)NCC(O)COc1ccc(Br)cc1 (stereo not drawn)
8: O=C(CC(Sc1n[nH]c(-c2ccccc2)n1)c1ccccc1)NCc1ccccc1 (stereo not drawn)
9: c1ccc2sc(NC3=NCN(C4CCCCC4)CN3)nc2c1
10: COc1cc(OC)nc(Nc2nc(C(N)Cc3ccc(Cl)cc3)cs2)n1 (stereo not drawn)
11: CSc1ncnc2c1ncn2CCCN1CCN(c2ncccn2)CC1
12: O=C(Cn1cncn1)c1ccc(Cl)cc1

screen / no. | 5 | 6 | 7 | 8 | 9 | 10 | 11 | 12
AMA1 RON2 block | -3% | -6% | -3% | -7% | -4% | 47%[activator] | -5% | 18%
AmpC detergent | -8% | -5% | -4% | ? | 2% | . | . | -14%
LmPK inhibitor | -4% | 13% | 0% | 1% | 1% | . | . | 9%
Tb PYK inh | -2% | -9% | 1% | 2% | -12% | 3% | 3% | -9%
Sm TGR block | 0% | 44%[activator] | 28% | -1% | -4% | . | . | -14%
AmpC no deterg | -23% | -8% | -17% | -29% | -29% | . | . | -10%
HCMV inh | 21 | 24 | -7 | 15 | 55 | -30 | -16 | .

13: CCN(CC(=O)NCCc1ccccc1)S(=O)(=O)c1ccc(C)cc1
14: COCCN(C(=O)CCCC(=O)Nc1ccccn1)C(C(=O)NC1CCCC1)c1ccc(C)cc1 (stereo not drawn)
15: COc1cc(NS(=O)(=O)c2cc(C(=O)N3CCN(C(C)=O)CC3)ccc2OC)cc(OC)c1
16: COc1cc(C(C2C(=O)CC(C)(C)CC2=O)C2C(=O)CC(C)(C)CC2=O)cc(OC)c1OC
17: COc1ccc(-c2cc(C(F)(F)F)n3nc(C(=O)NCCN4CCOCC4)cc3n2)cc1
18: CCOc1ccccc1/C=N/NC(=O)c1nnn(-c2nonc2N)c1CN1CCC(C)CC1

screen / no. | 13 | 14 | 15 | 16 | 17 | 18
AMA1 RON2 block | 6% | 0% | -7% | 5% | 8% | -1%
AmpC detergent | -4% | -10% | 3% | 1% | 1% | -7%
LmPK inhibitor | 1% | -2% | 5% | 0% | 6% | 7%
Tb PYK inh | 4% | -5% | -5% | ? | 1% | -11%
Sm TGR block | 5% | 9% | -5% | 25µM* | -3% | -2%
AmpC no deterg | -12% | 71%[activator] | -11% | -12% | -7% | -19%
HCMV inh | ? | -37 | -19 | 59 | ? | -7

19: COc1ccc(CN(C)C(=O)CCN=C2NS(=O)(=O)c3ccccc32)c(OC)c1
20: O=C1NCN(c2ccccc2)C12CCN(C(c1ccccc1OC(F)(F)F)c1nnnn1C1CCCCC1)CC2 (stereo not drawn)
21: CS(=O)(=O)N(CC(=O)Nc1ccc2c(c1)OCO2)Cc1ccc(Cl)cc1
22: O=C(Cc1ccccc1F)Nc1ccc(Cl)nc1
23: CCOC(=O)c1ccc(N2C(=O)c3n[nH]c(-c4ccco4)c3C2c2ccc(C(=O)OC)cc2)cc1 (stereo not drawn)
24: Cc1cc(SCc2ccc(Cl)cc2)nc(=O)[nH]1

screen / no. | 19 | 20 | 21 | 22 | 23 | 24
AMA1 RON2 block | -8% | -2% | -7% | -2% | . | 2%
AmpC detergent | -1% | . | 1% | -10% | 4% | -2%
LmPK inhibitor | . | . | -3% | 3% | . | -7%
Tb PYK inh | 0% | 3% | -10% | 8% | -10% | -1%
Sm TGR block | -12% | . | -3% | -5% | -23% | 4%
AmpC no deterg | -23% | . | 0.28µM* | -8% | . | -26%
HCMV inh | 16 | -2 | 6 | -26 | -80* | 34

25: CC(=O)c1cc2c(cc1NC(=O)CN1CCC(Cc3ccccc3)CC1)OCO2
26: Cc1ccc(-c2nnc(SCC(=O)N(C)C)nc2-c2ccc(C)cc2)cc1
27: CCOC(=O)C1C(C(=O)OC)=C(C2=CCCCC2)c2ccccc2N1S(=O)(=O)C(F)(F)F (stereo not drawn)
28: COc1cccc(N2C(=O)Nc3ccc(Br)cc3C2(O)C(=O)NCCCOC(C)C)c1 (stereo not drawn)
29: O=C(NC1CCCCC1)c1ccc2c(c1)sc1nc(-c3ccc(F)cc3)cn12
30: COCCCn1c(=S)[nH]c2sc3c(c2c1=O)CCCS3

screen / no. | 25 | 26 | 27 | 28 | 29 | 30
AMA1 RON2 block | -3% | -1% | 0% | -7% | . | 31%[activator]
AmpC detergent | 5% | -13% | . | 8% | 14% | -9%
LmPK inhibitor | 7% | 3% | . | -2% | . | ?
Tb PYK inh | 3% | -13% | 1% | -3% | 0% | -21%
Sm TGR block | 38%[activator] | 2% | . | 4% | 0% | -6%
AmpC no deterg | -25% | 116%[activator] | 44% | -14% | . | -18%
HCMV inh | 7 | -60* | -7 | 22 | . | -26

31: Cc1cc(SCC(=O)c2ccccc2)nc(C)n1
32: O=C(COC(=O)c1ccccc1[N+](=O)[O-])Nc1cccnc1Cl
33: O=C(CNC(=O)c1cccs1)N/N=C/c1cccc(Cl)c1
34: Cc1ccc(NC(=O)CNCc2ccccc2Cl)cc1S(=O)(=O)N(C)C
35: CC(C)(C)OC(=O)C[C@H]1C/C=C\C[C@@H](CC(=O)N[C@@H](CO)Cc2ccccc2)C(=O)NC[C@@H](c2ccccc2)OC1=O
36: CCC/C(=N\NC(=O)C1CCCC1)c1ccccc1

screen / no. | 31 | 32 | 33 | 34 | 35 | 36
AMA1 RON2 block | -5% | 23% | -6% | ? | -3% | 32%[activator]
AmpC detergent | -12% | -10% | -4% | -5% | . | ?
LmPK inhibitor | ? | . | -2% | -6% | . | 0%
Tb PYK inh | 1% | -3% | 7% | -10% | 8% | 0%
Sm TGR block | -4% | -2% | 5% | -11% | . | -17%
AmpC no deterg | -9% | 104%[activator] | -57% | 8% | 133%[activator] | -18%
HCMV inh | 75 | -20 | -10 | 51 | -25 | -35

37: Cc1ccccc1NC(=O)c1cc(C(=O)c2cc(Cl)ccc2O)cn(-c2ccccc2C)c1=O
38: CC(C)NC(=S)N/N=C1\CCCc2ccccc21
39: O=C(Nc1ccccc1)N1CCC(O)(c2cccc(C(F)(F)F)c2)CC1
40: N#CCCCCC#N
41: O=C(Cc1ccc(S(=O)(=O)N2CCOCC2)s1)Nc1nc2c(s1)CCCC2
42: CCOc1ccc(OCCn2c(=S)[nH]c3c(N)ncnc32)cc1

screen / no. | 37 | 38 | 39 | 40 | 41 | 42
AMA1 RON2 block | -4% | 64%[activator] | -9% | 15% | -1% | 60%[activator]
AmpC detergent | ? | -5% | -9% | . | -3% | 2%
LmPK inhibitor | 3% | -3% | 7% | . | -1% | 3%
Tb PYK inh | -11% | -9% | 4% | 4% | 6% | ?
Sm TGR block | -6% | -26% | ? | . | ? | 5%
AmpC no deterg | -46% | -44% | 14% | -14% | -33% | -33%
HCMV inh | -65* | 20 | 116 | -14 | 71 | 5

43: O=C(NCCCCc1ccccc1)NC[C@@H]1CC[C@@H](Cc2ccc(-c3ccccc3)cc2)O1
44: FC(F)(F)c1ccc(NC(=S)NC2CCCCC2)cc1
45: COc1ccc(NC(=O)CC2C(=O)N(c3ccc(Cl)cc3)C(=S)N2NC(=O)c2cccc(F)c2)cc1 (stereo not drawn)
46: Nn1c(SCc2ccc(F)cc2)nnc1-c1ccccn1
47: CCNC(=O)c1c(C)[nH]c(C(=O)OCC)c1C
48: Cc1onc(-c2ccccc2)c1C(=O)N1CCOCC1

screen / no. | 43 | 44 | 45 | 46 | 47 | 48
AMA1 RON2 block | 2% | 12% | 10% | ? | 31% | 4%
AmpC detergent | . | -6% | -1% | 2% | -10% | 3%
LmPK inhibitor | . | 7% | 0% | -4% | 5% | 1%
Tb PYK inh | 4% | -9% | 5% | -11% | 3% | 2%
Sm TGR block | . | -3% | 2% | -6% | 0% | 7%
AmpC no deterg | -1% | -42% | -35% | 0% | -9% | -2%
HCMV inh | -17 | -40 | -25 | 12 | 0 | 30

A draw from above in order of heavy-atom count, descending.
43: O=C(NCCCCc1ccccc1)NC[C@@H]1CC[C@@H](Cc2ccc(-c3ccccc3)cc2)O1
42: CCOc1ccc(OCCn2c(=S)[nH]c3c(N)ncnc32)cc1
48: Cc1onc(-c2ccccc2)c1C(=O)N1CCOCC1
47: CCNC(=O)c1c(C)[nH]c(C(=O)OCC)c1C

screen / no. | 43 | 42 | 48 | 47
AMA1 RON2 block | 2% | 60%[activator] | 4% | 31%
AmpC detergent | . | 2% | 3% | -10%
LmPK inhibitor | . | 3% | 1% | 5%
Tb PYK inh | 4% | ? | 2% | 3%
Sm TGR block | . | 5% | 7% | 0%
AmpC no deterg | -1% | -33% | -2% | -9%
HCMV inh | -17 | 5 | 30 | 0

(next part)
49: O=C(CCN1CCOCC1)Nc1ccc(Cl)cc1
50: O=C(CCN1C(=O)c2ccccc2S1(=O)=O)Nc1cccc2ccccc12
51: Cc1cc(NC(=O)CSc2nnnn2-c2ccc(C(C)C)cc2)no1
52: CC(=O)Nc1ccc(NS(=O)(=O)c2ccc3c(c2)CCCN3C(C)=O)cc1

screen / no. | 49 | 50 | 51 | 52
AMA1 RON2 block | -9% | 9% | -9% | .
AmpC detergent | -5% | -2% | 4% | -4%
LmPK inhibitor | 6% | 2% | 0% | .
Tb PYK inh | 3% | -7% | -1% | -9%
Sm TGR block | -26% | 7% | -7% | 4%
AmpC no deterg | -15% | -10% | -21% | .
HCMV inh | -5 | -7 | -7 | 10

High-throughput results from PubChem BioAssay.
